# Bioassay records as filed in PubChem.
# PRMT1 FP inh: PRMT1 (human) inhibition, primary screen | inhibition, % at 2.79 µM | 1.3% of 370,000 active | recombinant PRMT1, activity-based probe fluorescence polarization;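 active means inhibition above about 21% made by adding two undisclosed values, limit read from the data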
# Target sequence (Q99873 whole entry, looked up): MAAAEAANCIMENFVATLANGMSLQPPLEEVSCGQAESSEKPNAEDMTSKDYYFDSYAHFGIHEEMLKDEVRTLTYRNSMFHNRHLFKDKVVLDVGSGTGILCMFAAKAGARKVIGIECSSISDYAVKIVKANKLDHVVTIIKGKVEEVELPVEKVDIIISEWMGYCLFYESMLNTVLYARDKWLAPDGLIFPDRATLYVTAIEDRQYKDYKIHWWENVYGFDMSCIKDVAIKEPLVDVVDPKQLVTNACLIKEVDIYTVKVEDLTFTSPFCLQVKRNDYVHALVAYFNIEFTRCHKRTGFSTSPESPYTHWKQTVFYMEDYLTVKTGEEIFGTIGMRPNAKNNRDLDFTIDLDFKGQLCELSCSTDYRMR
# LEDGF integ inh: blocks HIV-1 LEDGF/p75-dependent DNA integration. AID 743269. TR-FRET IN-LEDGF/p75 DNA integration, Eu/Cy5. inhibition, % at 3.7 µM. 0.64% of 370,000 active;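 active means inhibition above the screen-wide mean plus 3 SD, cut at about 13% in these data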;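 further: signal is the Cy5 over europium emission ratio at 671 and 618 nm; 0% = plate median of compound wells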
# TCR CD3 inh: human TCR-CD3 binding inhibition. TAMRA-labeled TCR probe fluorescence, biochemical. inhibition, % at 9.4 µM. 0.37% of 360,000 active; in the data active means inhibition above about 19%;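 further: recombinant mutant TCR 2C K166C tagged with TAMRA read by polarization; 0% = receptor in buffer alone and 100% = receptor with positive control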
# SIAE inh: human SIAE inhibition, primary screen; 0.69% of 370,000 active; AID 1053197; Q9HAT2; SIAE FP-Rh probe binding, fluorescence polarization; inhibition, % at 9.66 µM;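 active means inhibition above a cutoff: mean of compounds within the control limits plus 3 SD of those, cut at about 17% in these data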;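 further: 0% = plate median of compound wells and 100% = probe without SIAE protein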
# MBD2 DNA inh: blocks human MBD2 binding to methylated DNA | Q9UBB5 | TR-FRET, MBD2 binding to methylated oligonucleotide | inhibition, % at 4.4 µM | 0.31% of 370,000 active; in the data active means inhibition above about 13%
# Target sequence (Q9UBB5 whole entry, looked up): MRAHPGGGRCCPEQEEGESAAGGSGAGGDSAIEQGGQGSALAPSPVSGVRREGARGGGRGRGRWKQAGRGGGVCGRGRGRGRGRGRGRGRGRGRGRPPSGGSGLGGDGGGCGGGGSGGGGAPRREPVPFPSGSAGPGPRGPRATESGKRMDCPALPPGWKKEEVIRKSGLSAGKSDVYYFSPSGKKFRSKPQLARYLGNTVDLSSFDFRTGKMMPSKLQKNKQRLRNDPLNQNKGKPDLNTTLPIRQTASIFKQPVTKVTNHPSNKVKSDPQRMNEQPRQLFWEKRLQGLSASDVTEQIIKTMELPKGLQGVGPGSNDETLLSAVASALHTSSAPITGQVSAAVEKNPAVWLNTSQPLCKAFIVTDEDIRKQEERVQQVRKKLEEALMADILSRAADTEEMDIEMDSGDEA
# UHRF1 MBD2 ctr: UHRF1 methyl-DNA binding inhibition. Q96T88. UHRF1 binding to methylated oligo, TR-FRET. inhibition, % at 4.4 µM. 0.75% of 370,000 active; in the data active means inhibition above about 21%;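 further: UHRF1 SRA domain binding a hemimethylated CpG hairpin DNA probe; 0% = median of test compound wells and 100% = reference inhibitor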
# DDE Tn7 FP inh: inhibitors of Tn7 peptide binding to human fibrin DD(E); P02675; FP displacement of FITC-Tn7 peptide from fibrin DD(E); 0% = median of compound wells per plate; inhibition, % at 8.3 µM; 0.13% of 370,000 active; AID 720508;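 active means inhibition above the mean of compounds falling within the control limits plus 3 SD of them, cut at about 14% in these data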;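 further: 0% = plate median of compound wells and 100% = 10 µM Aha-Tn7 peptide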
#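 Assay system: Human fibrin DD(E) protein | Medium: Tris buffer with calcium and detergent, pH 7.8 | Reagent: 0.1 µM fluorescent Tn7 | Compound dosing: Single point at 8.3 µM | Times: 10 min preincubation, 3 h with tracer, room temperature | Detection: Fluorescence polarization of the labelled Tn7 tracer | Controls: Aha-Tn7 high control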
# DDE Tn6 FP inh: DD(E)-Tn6 binding inhibition, primary FP screen. P02675. Fibrin DD(E) TRITC-Tn6 fluorescence polarization displacement. inhibition, % at 8.3 µM. 0.21% of 370,000 active. AID 720509;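 active means inhibition above a per-campaign cutoff: mean of compounds within control limits plus 3 SD, cut at about 15% in these data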;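 further: 0% = median of all compound wells on the plate and 100% = blocking peptide control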
# TDP2 inh: TDP2 (human) inhibition, absorbance primary screen. recombinant TDP2, T5PNP hydrolysis, p-nitrophenol absorbance 415 nm. 0.34% of 370,000 active. inhibition, % at 12.8 µM. AID 720702. O95551;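 active means inhibition above the mean of all tested compounds plus 3 SD, set per campaign, cut at about 25% in these data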;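 further: 0% = DMSO with enzyme and 100% = buffer with substrate but no TDP2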
#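 Test system: Human TDP2 enzyme | Reagent: 5 mM T5PNP | Compound dosing: 12.8 µM single point, 1% DMSO | Incubation: Enzyme reaction with compound for 2 h at 37 °C | Technique: p-Nitrophenol epi absorbance | Read-out: % inhibition relative to enzyme-containing and enzyme-free wells | Benchmarks: High control without enzyme, low control DMSO plus TDP2 | Replicates: Singlicate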
# proKLK7 act: activates the human kallikrein-7 zymogen | 0.9% of 370,000 active | activation, % at 7 µM | P49862 | AID 652039 | purified proKLK7, EDANS-DABCYL substrate fluorescence; 100% is mature enzyme control, 0% vehicle;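 active means activation above the mean of all tested compounds plus 3 SD, computed per campaign excluding outliers beyond control limits, cut at about 13% in these data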
# Target sequence (P49862 whole entry, looked up): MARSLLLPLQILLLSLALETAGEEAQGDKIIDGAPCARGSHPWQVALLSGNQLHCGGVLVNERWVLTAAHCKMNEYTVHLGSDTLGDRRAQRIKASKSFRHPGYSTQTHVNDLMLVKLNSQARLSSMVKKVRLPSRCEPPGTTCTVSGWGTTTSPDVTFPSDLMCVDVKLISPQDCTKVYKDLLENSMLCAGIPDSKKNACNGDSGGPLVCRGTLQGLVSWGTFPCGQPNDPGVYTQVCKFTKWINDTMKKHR
# * marks the source's active call; other numbers are inactive results; · = no result given.
# Fields – DDE Tn6 FP inh	LEDGF integ inh	UHRF1 MBD2 ctr	proKLK7 act	SIAE inh	TCR CD3 inh	DDE Tn7 FP inh	PRMT1 FP inh	TDP2 inh	MBD2 DNA inh
1	CC(C)CN(C(=O)c1cc2ccccc2o1)c1c(N)n(CC(C)C)c(=O)[nH]c1=O
  1	-1	1	0.5	0	-3	0	0	3	6
2	CN(CC(=O)NCCc1ccc(S(N)(=O)=O)cc1)S(=O)(=O)c1cccc2nsnc12
  -1	1	1	0.7	-1	0	-7	1	-6	-3
3	CC(=O)Nc1cccc(-c2csc(C(O)c3ccc(F)cc3)n2)c1 (centres undefined)
  -4	6	0	-0.7	-5	8	-5	-1	-1	-1
4	CCCN1C(=O)C(NS(=O)(=O)c2ccc(N)cc2)(C(F)(F)F)C(C(=O)OC)=C1C (centres undefined)
  2	-2	14	0.2	-7	8	-2	0	-5	3
5	Cc1ccc(N(CC(=O)O)S(=O)(=O)c2cccc3nonc23)cc1
  0	2	0	0.0	0	0	7	10	0	-4
6	CCCc1ccc2c(C)cccc2n1
  -3	0	1	-0.3	-2	-7	-8	-6	-1	-5
7	CN(C)C(=O)CCc1ccc2c3c([nH]c2c1)[C@]1(C)[C@@H](C(=O)N2CCOCC2)C[C@H](CC(=O)NCCc2ccccn2)C(=O)N1CC3
  0	-1	0	1.4	-1	1	-6	4	-6	-2
8	O=C(CCn1c2c(c3ccccc31)CCCC2)NNC(=O)c1ccc(Cl)c([N+](=O)[O-])c1
  -2	1	0	0.1	-2	2	3	2	-5	-2
9	CCN(c1ccc(N=Cc2c(O)n(Cc3ccc(OC)cc3)c(=O)c3ccccc23)cc1)C(C)C
  1	2	1	0.6	-5	2	-8	-8	12	3
10	Cc1ccc(NC(=O)c2ccccc2O)cc1
  1	0	0	0.4	0	4	0	1	-4	-2
11	Cc1ccc(NC(=O)c2ccccc2OCC(=O)Nc2ccccc2F)cc1S(=O)(=O)N(C)C
  -4	-7	0	0.1	-82	-5	-1	2	-3	-2
12	CC(OC(=O)Cc1n[nH]c(=O)c2ccccc12)C(=O)Nc1ccc(F)cc1 (centres undefined)
  -1	0	1	-0.1	-2	2	5	4	7	1
13	CN(Cc1c(F)cccc1Cl)C(=O)CNC(=O)c1cccs1
  -3	1	-3	-0.5	7	10	4	-1	1	1
14	CCOC(=O)C1(C#N)Cc2ccccc2C1
  3	-2	5	0.7	-4	1	1	0	-4	3
15	CCc1ccc(N(C(=O)c2ccco2)C(C(=O)NC2CCCC2)c2ccco2)cc1 (centres undefined)
  0	1	-3	0.1	3	6	1	-2	4	-1
16	COc1cc(CNc2ccc(S(N)(=O)=O)cc2)ccc1OCc1ccccc1F
  2	-2	0	0.2	3	-1	-12	-3	-8	2
17	Cc1ccc(S(=O)(=O)Nc2ccc(C(N)=O)cc2)cc1[N+](=O)[O-]
  -5	0	-1	-0.4	3	-4	0	6	-1	4
18	COC(=O)c1ccc([C@@H](O)[C@H](C)C(=O)CC(=O)OC(C)(C)C)cc1
  -6	0	5	1.4	-1	-2	-2	-3	7	-1
19	O=C(CSCc1cnn(-c2ccccc2)c1-n1cccc1)NCCN1CCOCC1
  2	-2	0	0.2	3	7	4	1	0	6
20	CC(C)NC(=O)Nc1ccc2c(c1)C(=O)N([C@H](C)CO)C[C@H](C)[C@@H](CN(C)S(=O)(=O)c1ccccc1)OCCCC[C@@H](C)O2
  -5	-3	-1	0.6	-6	1	-2	3	16	4

# Complete entries, looked up by structure. Screens in order: DDE Tn6 FP inh	LEDGF integ inh	UHRF1 MBD2 ctr	proKLK7 act	SIAE inh	TCR CD3 inh	DDE Tn7 FP inh	PRMT1 FP inh	TDP2 inh	MBD2 DNA inh
# CN(CC(=O)NCCc1ccc(S(N)(=O)=O)cc1)S(=O)(=O)c1cccc2nsnc12 reads -1	1	1	0.7	-1	0	-7	1	-6	-3
# Cc1ccc(NC(=O)c2ccccc2O)cc1 reads 1	0	0	0.4	0	4	0	1	-4	-2
# Cc1ccc(N(CC(=O)O)S(=O)(=O)c2cccc3nonc23)cc1 reads 0	2	0	0.0	0	0	7	10	0	-4
# COc1cc(CNc2ccc(S(N)(=O)=O)cc2)ccc1OCc1ccccc1F reads 2	-2	0	0.2	3	-1	-12	-3	-8	2

# Later entries
# Fields – DDE Tn6 FP inh	LEDGF integ inh	UHRF1 MBD2 ctr	proKLK7 act	SIAE inh	TCR CD3 inh	DDE Tn7 FP inh	PRMT1 FP inh	TDP2 inh	MBD2 DNA inh
21	CC(Cc1c[nH]c2ccccc12)NC(=O)OCCCl (centres undefined)
  -2	1	2	0.4	7	4	0	3	11	-6
22	Cn1c(SCC(=O)N2CCc3ccccc32)nnc1C1CC1
  -7	0	1	0.3	0	-3	-3	1	-4	-3
23	CCN1/C(=c2/s/c(=C3/C(=O)N(c4ccccc4)N=C3C)n(CC)c2=O)C=Cc2ccccc21
  3	1	-5	0.2	4	4	6	-3	14	-10
24	CC1=C(C(=O)N(C)C)CC(CC(=O)NCc2cccc3ccccc23)C(=O)N1Cc1ccc(F)cc1 (centres undefined)
  -1	-2	20	0.1	1	-2	9	-1	-9	-3
25	CC(C)(C)OC(=O)NCCCc1ccc2c(c1)[C@]1(CCC[C@@H](OCc3ccccc3)[C@@H]1NC(=O)CCc1ccccc1)C(=O)N2Cc1ccccc1
  -4	-1	5	-0.5	-7	·	-5	3	-4	-1
26	CC/C(C)=N/Nc1ccc(S(=O)(=O)N2CCCC2)cc1[N+](=O)[O-]
  0	3	3	0.2	3	-12	-6	-2	-8	-3
27	O=C(CSc1nnc(CNC(=O)c2ccccc2F)o1)Nc1ccc2c(c1)OCCO2
  -7	2	1	0.1	-3	3	-1	2	-8	2
28	C#CCN(C#N)c1nc(NCC)nc(NC(C)C)n1
  6	-5	0	-0.1	-4	-2	0	-1	0	-2
29	CC(C)(C)S(=O)N1Cc2ccc(CO)cc2[C@@H]1CCO (some centres undefined)
  0	6	-1	0.6	-13	5	0	-1	-18	-2
30	C[C@@]12CCC=C[C@H]1[C@H](c1ccoc1)N(Cc1ccccc1)C2=O
  6	-3	-1	-0.2	-1	3	6	-1	4	-3
31	CCC(C)c1ccccc1NC(=O)c1cc2cccc([N+](=O)[O-])c2[nH]1 (centres undefined)
  -4	-1	1	-0.1	-3	-8	0	7	9	8
32	CC(=O)NS(=O)(=O)c1cccnc1Nc1ccc(Cl)cc1
  -5	2	0	0.5	1	6	-6	-2	7	-4
33	O=C(NCc1ccco1)C1CCN(S(=O)(=O)N2CCOCC2)CC1
  0	-2	-2	0.1	1	-1	3	-1	2	7
34	O=C(CSc1nc2ccccc2s1)N1CCOCC1
  4	0	-2	0.5	2	6	-7	2	-2	0
35	Cc1ccc(S(=O)(=O)N2CCC(C(=O)NC3CCCC3)CC2)cc1Cl
  -5	2	1	-0.9	-7	0	-3	-2	-1	-2
36	COc1cccc(CNC(=O)COC(=O)C2CC3CCCC(C2)C3=O)c1 (centres undefined)
  1	-2	-2	0.6	0	-2	-9	2	11	0
37	CCOC(=O)C1=CN(Cc2ccco2)S(=O)(=O)NC1c1cccc(OC)c1 (centres undefined)
  -5	-5	3	-0.7	1	-2	-5	-1	1	0
38	O=C(Nc1ccccc1Cl)Nc1cccnc1Cl
  -9	-4	-2	0.0	-12	2	4	2	-3	-2
39	CC(=O)Nc1nonc1NC(=O)CSC1=NCCS1
  2	-2	-2	0.4	-1	-2	-4	13	8	-3
40	CCC(=O)N1N=C(c2ccc(C)o2)CC1c1ccc(N(C)C)cc1 (centres undefined)
  8	-9	3	0.2	-7	-5	4	14	-6	7
41	O=C(Nc1ccc(S(=O)(=O)NCc2ccccc2)cc1)c1ccc(Br)o1
  -10	0	-3	0.7	-8	-7	1	-2	-4	-7
42	Cc1cc(C(=O)Cn2cc(C(F)(F)F)ccc2=O)c(C)n1CC1CCCO1 (centres undefined)
  -4	-2	2	0.1	-1	-9	2	7	7	1
43	CCCC1OC2CC3C4CCC5=CC(=O)C=CC5(C)C4C(O)CC3(C)C2(C(=O)O)O1 (centres undefined)
  -2	1	-1	-0.6	-4	-1	2	3	-14	0
44	CC(C)=CCN1CCN(CC#Cc2ccccc2)CC1CCO (centres undefined)
  9	-5	-2	-0.1	-2	7	3	-1	1	-5
45	C[N+](C)(C)CC(O)CC(=O)O (centres undefined)
  7	6	0	-0.3	8	-1	5	-4	-1	-6
46	CCCn1c(Sc2nc3c(c(=O)[nH]c(=O)n3C)n2CCC)nc2c1c(=O)[nH]c(=O)n2C
  3	0	8	0.0	0	5	1	-1	-1	7
47	Cc1occc1C(=O)NCc1ccco1
  0	-3	17	-1.0	-2	-5	4	8	-7	3
48	CCOC(=O)Cn1cnc(C)c1
  -3	-2	1	0.8	-1	-2	-1	0	6	-1
49	Cc1ccc2nc3n(c(=O)c2c1)-c1ccc(Cl)cc1C(=O)NC3CC(C)C (centres undefined)
  6	-1	-1	-0.6	0	2	12	2	5	2
50	Cc1cc(S(=O)(=O)NCc2ccccc2)ccc1OCC(=O)N1CCCC1
  -1	1	1	-0.4	3	2	-2	4	-2	2
51	Cc1cnc(C(=O)OCC(=O)Nc2ccc(OCc3ccccc3)cc2)cn1
  -8	-5	1	0.4	-7	-6	-1	0	7	4
52	COC(=O)c1[nH]c2ccccc2c1NC(=O)CNC1CCCCC1
  8	1	-2	0.2	-2	5	7	-1	-3	-6
53	COc1cc(C(=O)OCC(=O)NC2CCCC2)cc(NC(=O)c2ccco2)c1OC
  5	2	-3	0.5	9	-2	0	0	-5	-4
54	CN(C)/C=N/C(=S)Nc1ccc(Cl)cc1
  2	-3	0	-0.6	3	1	-4	3	4	5
55	CCOC(=O)N1CCN(C(=O)CCSc2ccccc2)CC1
  -1	-3	-2	-0.4	1	-2	-1	6	8	8
56	COC(=O)Cc1ccc(NC(=S)NCc2ccc(S(N)(=O)=O)cc2)cc1
  1	4	-1	-0.3	7	0	-1	-1	6	0
57	CCOC(=O)[C@]12CCCC=C1N(Cc1ccc3c(c1)OCO3)C(=O)[C@H](CC(=O)NCC1CCCCC1)C2
  -4	-3	-2	0.0	6	5	-9	1	-7	-7
58	O=C(Cc1cccs1)Nc1ccc(F)c(S(=O)(=O)N2CCOCC2)c1
  4	4	2	-0.7	-8	2	-10	-4	-13	0
59	COc1ccc(C(=O)Nc2cc(C)c3c(=O)oc4ccccc4c3n2)cc1
  5	1	2	0.0	-4	-3	2	8	1	-4
60	COC(=O)C1SCC2C(=O)N(Cc3ccccc3)CC(=O)N21 (centres undefined)
  0	7	0	0.5	5	5	-7	3	4	2
61	Cc1cc(SCC(=O)c2ccccc2)nc(C)n1
  -5	2	0	-0.5	9	0	-1	4	-1	-2
62	CN1CCC(OC(=O)c2cc3cc(Cl)cc(Cl)c3oc2=O)CC1
  0	6	-2	1.4	1	-1	-2	-1	-10	-8

# Rows were taken by chance; any-hit rate near 4.6%.
